ARFGAP1 inh = inhibitors of rat ARFGAP1 GAP activity, primary screen, biochemical, fluorescence polarization, GDP tracer. ADP-ribosylation factor GTPase-activating protein 1 (Rattus norvegicus), Q62848. Arfgap1-stimulated ARF1 GTP hydrolysis, GDP FP detection. inhibition, % at 16.5 µM. 360,000 compounds, 0.26% hits;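 active = inhibition above a per-plate limit, mean inhibition of low control wells plus 3 SD, cut at about 25% in these data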;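 note: 0% = DMSO wells with enzyme and 100% = wells lacking Arfgap1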
Target sequence (Q62848 1-136 limits assumed): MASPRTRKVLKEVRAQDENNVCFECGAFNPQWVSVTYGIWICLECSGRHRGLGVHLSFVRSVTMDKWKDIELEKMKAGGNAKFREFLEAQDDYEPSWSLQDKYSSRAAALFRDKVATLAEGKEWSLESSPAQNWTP
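Repeats: one replicate per compound; assay system: rat Arfgap1 catalytic domain, aa 1-136; times: enzyme reaction 120 min at 25 °C after 20 min preincubation; detection: FP of antibody-bound GDP Alexa 633 tracer, ex 620/em 688 nm; benchmarks: high control wells lacking Arfgap1, low control full reaction with DMSO; reagent: human ARF1(Δ1-17)-GTP substrate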
UHRF1 binding = UHRF1 methylated DNA binding inhibitors, primary screen, counter-screen for MBD2 inhibitor project, biochemical, TR-FRET, human UHRF1, single concentration | E3 ubiquitin-protein ligase UHRF1 (Homo sapiens), Q96T88 | inhibition, % at 4.4 µM | 370,000 compounds, 0.75% hits | UHRF1 binding to methylated oligo; in the data active = inhibition above about 21%;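 note: UHRF1 SRA domain binding a hemimethylated CpG hairpin DNA probe; 0% = median of test compound wells and 100% = reference inhibitor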
DDE Tn7 FP inh = inhibitors of Tn7 peptide binding to fibrin DD(E), primary screen, biochemical, fluorescence polarization, human fibrin, Tn7 probe. FP displacement of FITC-Tn7 peptide from fibrin DD(E); 0% = median of compound wells per plate. inhibition, % at 8.3 µM. 370,000 compounds, 0.13% hits. Fibrinogen beta chain (Homo sapiens), P02675. AID 720508, 2013;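 active = inhibition above the mean of compounds falling within the control limits plus 3 SD of them, cut at about 14% in these data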;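 note: 0% = plate median of compound wells and 100% = 10 µM Aha-Tn7 peptide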
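assay system = human clot-derived fibrin DD(E) complex | quantity = Fibrin-DD(E) at 2 µM final | timing = 10 min preincubation, 3 h with tracer, room temperature | signal = fluorescence polarization | measure = percent inhibition | benchmarks = high control wells with 10 µM unlabelled Aha-Tn7 peptide (full inhibition) | replicates = singlicate testing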
PLC-gamma1 inh = PLC-gamma1 enzyme inhibitors, primary screen, biochemical, fluorescence, purified enzyme | 1-phosphatidylinositol 4,5-bisphosphate phosphodiesterase gamma-1 (Homo sapiens), P19174 | fluorogenic substrate | inhibition, % at 12.2 µM | 370,000 compounds, 0.84% hits | AID 720700, 2013; in the data active = inhibition above about 9.5%
ADAM17 inh = ADAM17 inhibitors, primary screen, biochemical, QFRET; inhibition, % at 6.95 µM; Disintegrin and metalloproteinase domain-containing protein 17 (Homo sapiens), P78536; recombinant ADAM17, EDANS/DABCYL FRET peptide cleavage; 370,000 compounds, 0.83% hits;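 active = inhibition above the mean of compounds lying between control limits plus 3 SD, set per campaign, cut at about 8.5% in these data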;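 note: 0% = DMSO-only wells as the low control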
Target sequence (P78536 215-824 limits assumed): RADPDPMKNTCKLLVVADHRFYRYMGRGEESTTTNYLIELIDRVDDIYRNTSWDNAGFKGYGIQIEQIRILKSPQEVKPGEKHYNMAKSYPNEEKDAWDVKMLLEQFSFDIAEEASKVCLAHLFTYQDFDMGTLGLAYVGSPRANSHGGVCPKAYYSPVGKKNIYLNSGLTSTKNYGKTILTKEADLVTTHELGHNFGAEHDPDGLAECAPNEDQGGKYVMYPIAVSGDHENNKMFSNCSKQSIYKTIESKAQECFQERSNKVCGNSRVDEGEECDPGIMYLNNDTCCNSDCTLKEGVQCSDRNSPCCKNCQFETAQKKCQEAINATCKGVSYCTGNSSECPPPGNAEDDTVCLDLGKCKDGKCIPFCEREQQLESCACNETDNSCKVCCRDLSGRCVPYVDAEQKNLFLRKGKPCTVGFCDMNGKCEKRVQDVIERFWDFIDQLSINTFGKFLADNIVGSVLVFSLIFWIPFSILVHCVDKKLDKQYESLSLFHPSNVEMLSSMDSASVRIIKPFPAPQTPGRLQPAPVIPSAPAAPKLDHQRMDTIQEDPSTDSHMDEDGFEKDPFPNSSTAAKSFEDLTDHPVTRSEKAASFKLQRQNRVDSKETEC
KLK7 zymogen act = proKLK7 zymogen activators, primary screen, biochemical, fluorescence intensity; activation, % at 7 µM; purified proKLK7, EDANS-DABCYL substrate fluorescence; 100% is mature enzyme control, 0% vehicle; Kallikrein-7 (Homo sapiens), P49862; AID 652039, 2013; 370,000 compounds, 0.9% hits;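 active = activation above the mean of all tested compounds plus 3 SD, computed per campaign excluding outliers beyond control limits, cut at about 13% in these data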
Target sequence (P49862 whole entry, looked up): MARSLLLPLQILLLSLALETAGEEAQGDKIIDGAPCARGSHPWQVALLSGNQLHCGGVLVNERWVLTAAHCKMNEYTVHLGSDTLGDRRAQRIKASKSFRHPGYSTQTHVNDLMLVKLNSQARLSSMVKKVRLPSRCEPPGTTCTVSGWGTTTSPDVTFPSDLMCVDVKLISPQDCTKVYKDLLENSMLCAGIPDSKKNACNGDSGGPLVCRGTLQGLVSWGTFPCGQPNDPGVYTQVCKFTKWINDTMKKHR
ASAP1 GAP inh = inhibitors of human ASAP1 ArfGAP activity, primary screen, biochemical, fluorescence polarization | inhibition, % at 16.5 µM | ASAP1-stimulated ARF1 GTP hydrolysis, GDP FP detection | AID 624377, 2012 | 360,000 compounds, 0.19% hits; in the data active = inhibition above about 25%;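 note: 0% = vehicle with enzyme and substrate and 100% = no enzyme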
DDE Tn6 FP inh = inhibitors of Tn6 peptide binding to fibrin DD(E), primary screen, biochemical, fluorescence polarization, human fibrin, Tn6 probe; AID 720509, 2013; inhibition, % at 8.3 µM; 370,000 compounds, 0.21% hits; Fibrinogen beta chain (Homo sapiens), P02675; Fibrin DD(E) TRITC-Tn6 fluorescence polarization displacement;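 active = inhibition above a per-campaign cutoff: mean of compounds within control limits plus 3 SD, cut at about 15% in these data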;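 note: 0% = median of all compound wells on the plate and 100% = blocking peptide control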
MBD2 DNA inh = inhibitors of MBD2 binding to methylated DNA, primary screen, biochemical, TR-FRET, DNA-binding domain, human; Methyl-CpG-binding domain protein 2 (Homo sapiens), Q9UBB5; MBD2 binding to methylated oligonucleotide; inhibition, % at 4.4 µM; 370,000 compounds, 0.31% hits; in the data active = inhibition above about 13%
PLCb3 inh = human PLC-beta3 inhibitors, primary screen, biochemical, fluorescence; Purified PLC-beta3, fluorogenic substrate; 370,000 compounds, 0.18% hits; inhibition, % at 12.2 µM; in the data active = inhibition above about 11%;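 note: 0% = median of compound wells on plate and 100% = full blocker control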
An asterisk follows results filed as active; nt = no result given.

no.	Structure	ARFGAP1 inh	UHRF1 binding	DDE Tn7 FP inh	PLC-gamma1 inh	ADAM17 inh	KLK7 zymogen act	ASAP1 GAP inh	DDE Tn6 FP inh	MBD2 DNA inh	PLCb3 inh
1	Cc1ccc(C(=O)OCC(=O)NCc2ccc3c(c2)OCO3)cc1S(=O)(=O)N1CCOCC1	3	0	-1	7	1	0.8	3	1	0	-2
2	O=C(Nc1cc(Cl)ccc1N1CCOCC1)c1ccc(Br)o1	-2	-2	-2	2	-4	0.3	5	1	-3	-6
3	Cc1c(Cl)cccc1NS(=O)(=O)c1ccc(-c2ccc(=O)[nH]n2)o1	-9	-1	0	-3	1	-0.5	-13	4	0	-10
4	CN(C)S(=O)(=O)Nc1ccc(Oc2ccccc2)cc1	5	5	11	0	0	0.4	0	0	6	0
5	COc1ccc(CCN2C(=O)C(C)=C(C)C2=O)cc1OC	-3	1	3	3	-4	-0.1	7	12	3	1
6	COc1ccc(-c2csc(NC(=S)NC(=O)/C=C/c3ccco3)n2)cc1Br	2	2	0	-2	-2	0.5	-2	-5	4	-9
7	CN(CCc1ccccn1)Cc1ccc(Cl)cc1	4	4	-7	1	-3	0.0	4	-3	-3	5
8	O=C(NCCCN1CCOCC1)C(=O)NCC1OCCN1S(=O)(=O)c1cc(F)ccc1F (stereo unspecified)	-6	4	-1	-8	-7	-0.1	16	-7	5	-15
9	Cc1c(NC(=O)CN2c3ccccc3CC2C)c(=O)n(-c2ccccc2)n1C (stereo unspecified)	8	3	-4	5	-8	0.4	-2	-12	4	2
10	COc1ccc(C(=O)C[n+]2cccc(C)c2)cc1	4	6	1	-2	1	0.4	-1	3	2	-1
11	CCOC(=O)C1CCN(C(=O)C2(NC(=O)Nc3ccc(F)cc3F)CCCCC2)CC1	3	-2	-4	2	-3	-0.1	-7	-10	2	-3
12	COCCCn1c(C)nnc1SCC(=O)NNC(=O)COc1ccc(Cl)cc1	-14	1	-10	-1	-3	0.3	-4	-1	-2	-8
13	C=CCN1C(=O)c2ccc(C(=O)N(CC)CC(=O)Nc3cc(Cl)ccc3C)cc2C1=O	-15	-2	1	3	-3	0.3	-4	3	1	3
14	NC(=O)c1nn(-c2ccccc2)c(=O)cc1O	17	-4	-13	-4	2	-0.6	-7	5	-3	-4
15	Cc1[nH]c2ccccc2c1C(Nc1nccs1)c1ccncc1 (stereo unspecified)	-3	-1	-1	-2	0	-0.2	4	2	-4	1

An excerpt from above in order of molecular weight, ascending:
no.	Structure	ARFGAP1 inh	UHRF1 binding	DDE Tn7 FP inh	PLC-gamma1 inh	ADAM17 inh	KLK7 zymogen act	ASAP1 GAP inh	DDE Tn6 FP inh	MBD2 DNA inh	PLCb3 inh
4	CN(C)S(=O)(=O)Nc1ccc(Oc2ccccc2)cc1	5	5	11	0	0	0.4	0	0	6	0
3	Cc1c(Cl)cccc1NS(=O)(=O)c1ccc(-c2ccc(=O)[nH]n2)o1	-9	-1	0	-3	1	-0.5	-13	4	0	-10
1	Cc1ccc(C(=O)OCC(=O)NCc2ccc3c(c2)OCO3)cc1S(=O)(=O)N1CCOCC1	3	0	-1	7	1	0.8	3	1	0	-2

(listing goes on)
no.	Structure	ARFGAP1 inh	UHRF1 binding	DDE Tn7 FP inh	PLC-gamma1 inh	ADAM17 inh	KLK7 zymogen act	ASAP1 GAP inh	DDE Tn6 FP inh	MBD2 DNA inh	PLCb3 inh
16	Cc1nc2scc(C)n2c(=O)c1S(=O)(=O)Nc1ccc(OC(F)(F)F)cc1	5	4	3	7	-2	0.4	2	-4	4	4
17	N#Cc1ccc(C(=O)Nc2cc(-c3ccc(F)cc3)nn2-c2ccccc2)cc1	-1	-1	2	-2	-1	-0.1	-2	5	0	-5
18	FC(F)C(F)(F)Oc1cccc(Nc2nccn3c(-c4cc(C(F)(F)F)cc(C(F)(F)F)c4)cnc23)c1	17	2	-3	-2	-2	0.9	4	9	3	-3
19	COc1ccc(C)cc1S(=O)(=O)N(C)CC(=O)N1CCC(C(N)=O)CC1	-3	-1	-6	-3	-1	0.1	1	-1	1	3
20	O=[N+]([O-])c1cccc(S(=O)(=O)Nc2ccc(S(=O)(=O)Nc3nccs3)cc2)c1	-4	0	1	1	1	-0.2	7	-4	-2	-3
21	O=S1(=O)c2ccc(N3CCCC3)cc2Oc2ccccc2CN1Cc1cn(Cc2ccccc2C(F)(F)F)nn1	nt	1	5	-1	-8	-0.4	nt	-3	3	-5
22	COc1ccc(C2CC(c3ccccc3)=NN2C(=O)CSc2nnnn2-c2cccc(C)c2)cc1 (stereo unspecified)	4	1	-8	4	-1	0.0	-1	3	0	3
23	CS/C(N)=N/C(=S)Nc1cccc(Cl)c1	7	0	5	0	2	0.1	-7	1	2	-11
24	CN1C(=O)NC2C1N(S(C)(=O)=O)CCN2S(C)(=O)=O (stereo unspecified)	-10	0	-2	0	-3	-0.4	-9	-10	-1	2
25	CCOCCCN1CN(Cc2ccco2)CNC1=S	5	-1	-7	0	-1	0.2	9	4	0	-5
26	COCCCNC(=O)c1ccc(CS(=O)(=O)c2ccccc2C)o1	-10	1	0	-1	-3	0.0	5	0	3	-4
27	O=C(Nc1ccccc1C(=O)NC1CC1)c1ccccc1F	-9	-3	3	0	-1	0.0	2	0	-7	-1
28	CCC(C)C(=O)Nc1ncc2c(n1)CC(c1cccs1)CC2=O (stereo unspecified)	-6	0	-7	-21	-8	-0.8	8	-1	-4	-23
29	CCCCOCCOCCOCCCC	-14	2	0	0	0	-0.1	4	7	1	7
30	O=C(NCc1cccc(Cl)c1)c1ccco1	6	2	-5	0	-5	0.2	3	-5	0	-1
31	C=CCn1c(COc2ccccc2F)nnc1SCC(=O)NC(=O)NCc1ccco1	-4	1	5	-2	-6	-0.1	6	-3	5	-5
32	COc1ccc(N2C(N)=C(C#N)C(c3ccsc3)C3=C2CCCC3=O)c(OC)c1 (stereo unspecified)	1	-4	-6	-14	2	0.1	-7	2	5	-16
33	O=P(c1ccccc1)(c1ccccc1)c1cnc2ccccn12	nt	0	-6	3	-2	nt	nt	9	-3	4
34	COc1ccc(C(=O)c2ccc(N(C)C)cc2)c2ccccc12	3	2	-2	-44	3	-0.8	9	0	0	-52
35	COc1ccc(CCn2c(SCC(=O)Nc3cc(C)on3)nc3ccsc3c2=O)cc1OC	37*	1	-7	1	1	0.3	13	5	-2	0
36	CCN(CC)CCCNC(=O)c1cn(C)c2ccc(S(=O)(=O)N(C)C)cc2c1=O	-2	27*	5	1	0	-0.5	-8	4	8	-4
37	O=C(c1[nH]ncc1[N+](=O)[O-])N1CCOCC1	13	0	-12	2	-1	-0.7	3	-4	0	-4
38	Cc1ccc(NC(=S)N2CCOCC2)cc1	13	-1	-10	1	0	0.2	1	-1	-2	1
39	COc1ccccc1CN(CC(=O)NCC1CCCO1)C(=O)CNS(=O)(=O)c1ccc(C)cc1 (stereo unspecified)	-1	-3	5	0	-4	0.6	2	3	4	-2
40	C=CCn1c(COc2cccc3ccc(C)nc23)nnc1SCC(=O)OC	-2	-3	-4	-38	-4	-1.2	-7	4	-2	-52
41	Cc1onc(-c2c(Cl)cccc2Cl)c1-c1nc2cc(Cl)ccc2c(=O)o1	4	0	-4	-10	-9	0.2	-6	-6	8	-11
42	Cc1cc(C)n2cc(CSc3nc4cc(Cl)ccc4o3)nc2n1	7	-3	6	-19	-8	0.3	-11	0	-1	-19
43	O=C(CSCc1nc2ccccc2[nH]1)N1CCN(c2ccc(F)cc2)CC1	6	-6	-2	-28	-5	-0.3	3	4	-2	-33
44	CCNC(=O)N1CCC(n2nccc2NC(=O)CCOc2ccccc2)CC1	-1	1	1	-1	0	0.0	-2	-5	7	-11
45	CC(C)N1CCN(Cc2ccsc2)CC1CCO (stereo unspecified)	13	1	1	1	-4	-0.1	-5	5	2	0
46	Cn1c(COc2ccccc2)nnc1SCC(=O)NNC(=O)C1CCCCC1	-3	3	-2	3	-7	0.0	11	-3	1	-1
47	CCCc1cc(=O)oc2cc(C)cc(OCC(=O)NCCCn3ccnc3)c12	10	2	-3	-131	-92	5.2	-4	1	3	-245
48	CNc1nc(Oc2ccc(=O)n(C)n2)nc(N2CCOCC2)n1	-9	0	-8	1	-1	0.1	-3	-8	2	2
49	COc1ccc(N2CCN(C(=O)[C@@H](NC(=O)c3cc(OC)cc(OC)c3)C(C)C)CC2)cc1	12	4	-1	3	0	0.0	10	-2	5	-11
50	O=C(c1cccc(F)c1)N1CCN(c2cccc(C(F)(F)F)c2)CC1	5	2	-6	4	0	0.1	0	-4	3	2
51	CCOc1ccccc1NC(=S)N1C2CCC1CC(NC(=O)NC13CC4CC(CC(C4)C1)C3)C2 (stereo unspecified)	-7	6	3	6	-6	0.0	2	-1	10	-1
52	COc1ccccc1/C=C1\SC(=S)N(CCC(=O)N2CCN(C)CC2)C1=O	9	-5	-8	-4	-1	-0.1	2	-5	-1	-9
53	COc1ccc(CCN2C(=O)CC(NNC(=O)c3ccccc3Br)C2=O)cc1 (stereo unspecified)	3	-1	-7	1	1	0.1	-5	1	1	3
54	Cc1ccc(Sc2cnn(-c3ccccc3)c(=O)c2Cl)cc1	1	-2	-4	-4	-1	-0.7	-2	0	3	-5
55	Cc1cccc(C)c1NC(=O)C(c1ccccc1F)n1c(=O)c(-c2ccco2)nc2ccccc21 (stereo unspecified)	-17	-5	9	-86	-47	-4.0	-3	-5	0	-114
56	CC(=O)c1ccc(Sc2nnnn2-c2ccccc2)c([N+](=O)[O-])c1	-11	2	-5	5	-2	-0.5	-4	-2	1	0
57	COc1cc(-c2cc3nc(NCCOc4ccccc4)ccn3n2)cc(OC)c1OC	15	0	3	-80	-34	-1.4	9	-2	-2	-101
58	O=C1NC[C@H](Cc2ccccc2)N(C[C@@H]2CCCN2C[C@H](Cc2ccccc2)N2C[C@H](Cc3ccccc3)N(CC3CCCCC3)C(=O)C2=O)C1=O	-14	4	5	-4	2	0.0	-10	0	2	4
59	CC(=O)c1ccc(NC(=O)COC(=O)c2c[nH]c3ccccc23)cc1	2	0	-3	3	2	-0.4	19	-5	7	1
60	COc1cc(C2c3c(-c4ccccc4)n[nH]c3C(=O)N2c2ccccc2)ccc1O (stereo unspecified)	11	-2	2	0	5	0.0	7	5	3	-4

Screening results (PubChem BioAssay)

Compounds were not picked by outcome, and some 4.1% of all compounds hit somewhere here.
